TbHK1 inh – blocks Trypanosoma brucei hexokinase 1 activity | recombinant TbHK1, G6PDH-coupled NADH A340 | inhibition, % at 10 µM | actives 0.11% (n = 220,000);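 active = inhibition of 50% or more in the single-dose primary screen; inactive = inhibition below 50%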
eIF4E-4G inh – blocks eIF4E binding to eIF4G | P63073+Q04637 | TR-FRET eIF4E-eIF4GI(517-606) binding, 2 h | inhibition, % at 21.7 µM | actives 0.37% (n = 220,000);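 active = inhibition above about 30%, limit read from the data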;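 also: 0% = full FRET control wells and 100% = background wells lacking eIF4GI fragment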
EP2 antag – blocks the human prostaglandin E2 receptor EP2; P43116; C6 glioma cells expressing human EP2, cAMP TR-FRET; cells stimulated with saturating PGE2; inhibition, % at 25 µM; actives 0.52% (n = 260,000); AID 1422;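 active = percent inhibition above 40 after rounding to a whole number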;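 also: rat C6 glioma host cells with rolipram phosphodiesterase inhibitor present; the protocol text gives 20 µM as final concentration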
14-3-3 Bad inh – disrupts binding of bovine 14-3-3 zeta to phospho-Bad peptide. P63103. TR-FRET 14-3-3zeta/Dy647-pBad peptide displacement, 1 h. inhibition, % at 21.7 µM. actives 0.71% (n = 220,000). AID 781;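 active = inhibition above about 70%, limit read from the data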;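 also: 0% = full 14-3-3 plus peptide FRET controls and 100% = background without 14-3-3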
Target sequence (P63103 whole entry, looked up): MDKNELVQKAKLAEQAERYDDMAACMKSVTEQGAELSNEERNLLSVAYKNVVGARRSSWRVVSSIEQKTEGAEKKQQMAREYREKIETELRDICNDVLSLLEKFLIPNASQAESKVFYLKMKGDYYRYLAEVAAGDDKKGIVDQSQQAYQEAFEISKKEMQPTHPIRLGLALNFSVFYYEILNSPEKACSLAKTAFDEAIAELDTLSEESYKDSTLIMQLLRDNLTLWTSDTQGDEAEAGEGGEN
L929 necroptosis – L929 zVAD cell death inhibition. L929 zVAD necroptosis rescue, ATP luminescence, 24 h; with zVAD 60 µM. viability rescue, % at 10 µM. actives 0.38% (n = 220,000). AID 1377;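 active = activation, scaled between plate controls, above about 75%, limit read from the data; inactive = activation under that limit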;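 also: 0% = zVAD with DMSO and 100% = DMSO alone without zVAD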
Calpain2 inh – calpain II (pig) inhibition; actives 0.37% (n = 220,000); purified calpain II, fluorogenic peptide substrate, 30 min; inhibition, % at 16 µM; AID 1236;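 active = inhibition above about 50%, limit read from the data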
Hck Nef HTS – inhibitors of human Hck kinase activated by Nef | actives 0.68% (n = 220,000) | P08631 | Recombinant Hck-YEEI plus Nef, Z-Lyte FRET kinase assay | inhibition, % at 20 µM;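 active = Hck-Nef kinase inhibition above about 50%, limit read from the data; inactive = inhibition below that limit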;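 also: 0% = DMSO with Hck plus Nef and 100% = Hck alone without Nef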
Target sequence (P08631 whole entry, looked up): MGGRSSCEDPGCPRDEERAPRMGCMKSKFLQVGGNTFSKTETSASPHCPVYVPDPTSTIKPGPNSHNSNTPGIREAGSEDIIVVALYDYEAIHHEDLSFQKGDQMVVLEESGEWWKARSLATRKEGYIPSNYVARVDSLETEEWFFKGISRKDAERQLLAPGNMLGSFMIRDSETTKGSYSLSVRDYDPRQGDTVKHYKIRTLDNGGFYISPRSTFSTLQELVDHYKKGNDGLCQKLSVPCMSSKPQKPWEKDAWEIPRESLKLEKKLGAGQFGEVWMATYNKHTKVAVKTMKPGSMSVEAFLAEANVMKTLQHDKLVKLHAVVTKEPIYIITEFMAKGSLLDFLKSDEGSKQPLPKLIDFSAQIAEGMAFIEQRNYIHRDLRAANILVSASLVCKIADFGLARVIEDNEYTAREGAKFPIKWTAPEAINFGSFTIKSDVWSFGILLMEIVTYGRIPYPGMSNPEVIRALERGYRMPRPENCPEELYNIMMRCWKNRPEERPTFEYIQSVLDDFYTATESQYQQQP
Rad51 HR inh – blocks human Rad51 in homologous recombination; Q06609; hRad51 DNA strand exchange, fluorescence dequenching; inhibition, % at 10 µM; actives 0.085% (n = 200,000); AID 1385;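 active = inhibition above 40% at the single screening dose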;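 also: 0% = DMSO control wells and 100% = blanks with heterologous ssDNA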
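material = hRad51 filaments on single-stranded DNA | timing = filaments 15 min 37 °C, then compound 30 min | signal = FRET fluorescence dequenching, excitation 485 nm, emission 520 nm | benchmarks = control wells and blank wells on each plate | evaluation = percent inhibition relative to plate controls and blanks | compound = 10 µM final, single point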
EP2 modulator – modulators of human EP2 prostaglandin E2 receptor; P43116; EP2-expressing cells, cAMP HTRF FRET, PGE2 co-stimulation; induction, % at 25 µM; actives 0.83% (n = 260,000); AID 940;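 active = compounds whose cAMP rise, as percent of the full-agonist control response, exceeds 60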;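 also: rat C6 glioma line stably carrying human EP2 under a CMV promoter; the protocol text gives 20 µM as final concentration; 100% = response of wells given 1 µM PGE2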
The depositor's hits bear a star; nt = not tested or not shown; & = joins results of further samples; [ ] = another dose, or the depositor's remark.

molecule	TbHK1 inh	eIF4E-4G inh	EP2 antag	14-3-3 Bad inh	L929 necroptosis	Calpain2 inh	Hck Nef HTS	Rad51 HR inh	EP2 modulator
CCC(=NCc1cccnc1)c1c(O)n(-c2ccc(C)cc2)c(=O)[nH]c1=O	3.0	-1.9	5.6	-3.0	-0.4	0.4	5.7	nt	-6.7
CCCCn1nc(C)c(C(=O)O)c1Cl	-11.8	-9.3	5.8	-2.1	0.1	-24.6	26.3	nt	3.4
CCOP(=O)(C#CC(C)(C)C)C(O)(c1ccccc1)C(F)(F)F (stereo not drawn)	2.3	1.5	8.5	2.9	0.0	-0.4	-0.7	11.8	53.6
CN1CCN(S(=O)(=O)c2ccc(Cl)nc2)CC1	4.2	-5.1	4.7	1.7[fluorescence artefact?]	0.3	-18.5	2.7	0.1	-9.1
Nc1ccccc1N=Cc1c(O)n(CCC2=CCCCC2)c(=O)[nH]c1=O	6.2	-0.8	20.2	8.2[fluorescence artefact?]	1.5	-3.7	3.4	13.3	41.8
CSc1ncc(Cl)c(C(=O)O)n1 (tested in a mixture with another compound)	6.3	-1.7[fluorescence artefact?]	8.6	27.6[fluorescence artefact?]	-0.1	4.2	-2.3	9.9	-5.6
CS(=O)(=O)Nc1ccc(Cc2noc(-c3ccc4[nH]cc(CCN)c4c3)n2)cc1	nt	0.8	10.0	-0.1	nt	-27.6	nt	-4.9	nt
CC(C(N)=O)N1CC(c2ccc(Cl)cc2)CC1=O (stereo not drawn)	-1.0	-4.9[fluorescence artefact?]	10.1	-5.6[fluorescence artefact?]	0.4	-24.5	1.9	-1.5	17.5
Cc1ccc(-c2nc(N3CCOCC3)s[n+]2-c2ccccc2)cc1	9.3	18.7	2.8	29.0[fluorescence artefact?]	-1.0	21.7	-8.0	6.0	11.4
CCC(C)(C)n1nnnc1CN1CCC(n2c(C)nc3cc(C(F)(F)F)ccc32)CC1	-16.8	1.4	11.1	10.2[fluorescence artefact?]	0.1	-38.7	-8.0	0.8	-48.5
Cc1cccc(NC(=O)CSc2nnc([C@@H](N)Cc3c[nH]c4ccccc34)o2)c1C	0.0	0.1	6.2	4.3	0.1	-15.1	-1.4	-14.4	15.5
CC(=O)Nc1ccccc1OC(=O)N(C)C	-1.0	0.3	3.0	-9.3	-0.1	-3.5	1.9	-2.6	-9.8
N/C(=N\[N+](=O)[O-])N/N=C/c1ccc(O)cc1	-57.3	2.5	1.2	-2.7	0.4	16.0	0.0	-1.2	10.8
O=C1Nc2ccccc2Sc2ccccc21	-2.2	1.3	2.5	-7.9	0.9	-5.6	19.6	15.1	-4.2
O=C1NC(=O)C(CCc2ccncc2)(CCc2ccncc2)C(=O)N1Cc1ccccc1	1.1	87.4*	4.4	-8.6	-1.0	-0.6	21.3	-2.2	21.3
CCCC1(CCC)C(=O)NC(=NCc2ccccc2)NC1=O	4.8	-7.4[fluorescence artefact?]	12.2	-12.8[fluorescence artefact?]	1.2	-36.8	-0.1	0.0	26.0
NCC1(CC(=O)O)CCCCC1	0.1	5.1	9.8	4.4	1.9	8.0	-0.9	nt	38.2&14.0
CCOC(=O)C1(Cc2ccc(Cl)cc2)CCN(C(C)CCn2cccn2)CC1 (stereo not drawn)	-8.0	4.9	1.1	0.0	-0.6	34.3	1.1	nt	-39.6
CN(C(=O)Oc1cccc2cccnc12)c1ccccc1	1.6	-1.1	-6.4	-6.6	-0.4	9.2	0.4	-11.9	-11.6
O=c1c2ccccc2nc(Cc2ccccc2)n1-c1ccc(O)cc1	-3.6	2.0	6.4	-4.5	0.6	-5.9	22.4	-51.7	8.2
CCOC(=O)C(O)(c1ccc(N(C)C(=O)COc2ccccc2)cc1)C(F)(F)F (stereo not drawn)	6.2	nt	4.4	nt	0.7	nt	0.4	-3.1	nt
O=C(Cc1ccccc1)NC(Oc1ccccc1Cl)C(Cl)(Cl)Cl (stereo not drawn)	6.8	11.5	3.0	-13.6[fluorescence artefact?]	-0.1	7.8	-1.5	7.1	28.6
COc1ccc(Cn2c(O)c(/C=N/NC(=O)c3ccncc3)c(=O)[nH]c2=O)cc1	-38.3	0.6	14.2	-25.1	0.8	-20.5	-24.2	6.5	-18.4
O=C(CCn1c(=O)oc2ccccc21)N1CCC2(CC1)OCCO2	-5.6	4.5	4.4	8.4	0.2	-13.6	-0.6	8.2	10.2
CN1C(=O)C(=Cc2ccc(SC3CCCCC3)o2)C(=O)N(C)C1=O	-1.4	11.7	21.4	49.9	0.0	-15.7	48.8	-22.8	-41.0
O=C(N/N=C/c1c(O)n(Cc2ccc(F)cc2)c(=O)[nH]c1=O)c1ccccc1O	4.4	-3.5	9.2	-8.7	4.2	-191.4	-0.2	-7.9	12.0
CC1=NN(c2ccccc2)C(=O)C1/C=C1/C(=O)NC(=O)N(c2cc(C)cc(C)c2)C1=O (stereo not drawn)	-4.2	-3.8	nt	74.6*	0.0	-26.6	-0.8	nt	6.9
CCOc1c(Cl)cc(CNC(C)C(O)c2ccccc2)cc1OC (stereo not drawn)	2.4	1.6	4.0	-3.6	2.7	0.5	14.2	2.9	-79.8
CC12CN3CC(c4ccccc4)(CN(C1)C31CCCCC1)C2=O	2.7	-1.1	12.0	0.4	0.8	14.1	5.6	-12.3	16.9
FC(F)(F)/C(=N\P(=S)(N1CCOCC1)N1CCOCC1)N1CCOCC1	4.2	1.9[fluorescence artefact?]	5.1	-10.1	1.2	-48.2	-0.2	1.1	-4.0
Cc1cccc(OP(=O)(NCc2ccccc2)Oc2cccc(C)c2)c1	6.2	-2.1	10.2	3.4	0.2	19.3	-0.4	6.7	-3.2
O=C(C1CCC(=O)N1C1CCCC1)N1CCC2(CC1)OCCO2 (stereo not drawn)	6.7	1.2[fluorescence artefact?]	2.6	5.5	-0.2	-12.2	-0.4	2.5	-22.2
O=C(NC1CC1)C1CSC(c2cccnc2)=N1 (stereo not drawn)	4.6	1.6	6.7	2.1	0.1	-33.8	4.4	-2.9	13.7
C[C@@H]1C[C@H]2OC(=O)C3(CO3)[C@H]2[C@H](O)[C@]2(C)C(=O)C3OC3[C@@H]12 (stereo partly drawn)	-9.8	5.2	3.0	-2.0	-0.2	-20.6	28.7	-5.5	13.9
CN(C)C(=O)Oc1cccc(OCc2n(C)c3ccccc3[n+]2C)c1	-4.2	1.7	9.2	-18.1[fluorescence artefact?]	1.2	1.7	1.5	-3.8	12.3
CN1CCC(OC(=O)Cc2ccccc2)CC1	-4.6	-0.5	13.2	-15.1	1.0	-16.1	12.8	-0.6	-14.4
Cc1nn(Cc2ccccc2)c(Cl)c1C(=O)OCC(=O)Nc1cccc2ccccc12	-1.6	5.0[fluorescence artefact?]	10.5	-0.7[fluorescence artefact?]	0.4	28.8	3.4	-97.2	14.7
OC(c1ccccc1)(c1ccc(Cl)cc1)C1CN2CCC1CC2 (stereo not drawn)	4.3	5.4	8.9	-2.5	1.4	5.5	-3.5	-2.4	6.1
CCOc1ccc(Cl)cc1CNCCc1ccc(F)cc1	10.3	-1.5	11.0	-5.4	-1.8	6.2	19.8	12.6	33.4
CC/C(CC(c1ccccc1)c1c(O)c2ccccc2oc1=O)=N\NC(N)=S (stereo not drawn)	-9.4	3.3	3.7	5.0[fluorescence artefact?]	nt	-25.4	10.4	19.3	40.5
CCC1(c2ccccc2)C(=O)N(C)C(=O)N(C)C1=O	-4.7	-2.5	1.2	-7.8	1.0	1.7	-0.2	nt	13.8
O=c1c2ccccc2nc(/C=C/c2ccc(F)cc2)n1-c1ccccn1	-12.3	5.7	13.1	-3.7	0.1	-125.9	4.3	15.4	-0.9
CCn1c(O)c(C=Nc2ccc(S(N)(=O)=O)cc2)c(=O)[nH]c1=S	28.2	0.7[fluorescence artefact?]	4.3	-15.8	0.7	31.8	2.4	-6.8	16.1
COc1ccc(C(=O)C23CN4CN(CN(C4)C2)C3)cc1	-2.0	0.0	2.5	5.5	1.9	7.2	25.5	5.4	10.4
Cn1cc(C(=O)NP(=O)(N2CCOCC2)N2CCOCC2)c2ccccc21	6.3	-2.4	5.4	0.8	-0.1	25.1	8.6	-4.0	-6.8
Cc1ccc(N2C(=O)/C(=C/c3ccc(CN(CCC#N)S(C)(=O)=O)o3)C(=O)NC2=S)cc1	0.1	9.4	14.1	8.0	-0.3	-46.8	2.8	-89.2	1.2
O=c1[nH]c(O)c(C=NCCc2ccccc2)c(=O)[nH]1	-8.3	1.2	6.3	4.0	0.9	-18.9	20.0	nt	25.3
CN1CCN2c3ccc(N)cc3CC3(C(=O)NC(=O)NC3=O)C2C1 (stereo not drawn)	-9.9	93.5*	8.3	95.8*	-0.4	-0.1	14.6	11.3	41.7
O=C(Cc1ccccc1)Oc1ccccc1N1C(=O)CCC1=O	3.2	-5.8	7.7	-5.2	-0.3	-2.8	3.1	3.0	-19.0
COc1ccc(-n2c(O)c(C=Nc3c(C)n(C)n(-c4ccccc4)c3=O)c(=O)[nH]c2=O)cc1	-25.1	-1.2	12.8	-10.3	-0.1	-17.7	2.7	6.8	19.5
CN1CCN(C(=O)Cc2nc3ccccc3[nH]2)CC1	2.0	4.5[fluorescence artefact?]	nt	2.9	-0.2	-4.4	0.5	nt	12.9
CC/C(=N\NC(=O)Nc1ccccc1)c1c(O)n(Cc2ccccc2)c(=O)[nH]c1=O	-21.1	-0.7	7.0	-5.6	0.2	-14.2	8.8	-1.7	38.5
CCCOc1ccc(N2C(=O)CC(N3CC=C(c4ccccc4)CC3)C2=O)cc1 (stereo not drawn)	-14.1	1.0	0.3	-11.5	0.3	-36.9	-1.9	24.9	22.6
CC1(C)CC(CCNCc2ccc3c(c2)OCO3)(Cc2ccccc2)CCO1 (stereo not drawn)	15.2	2.0	11.6	2.1	-2.6	1.4	20.9	-6.0	2.6
O=C(C1CC(=O)N(C2CCCCC2)C1)N1CCC2(CC1)OCCO2 (stereo not drawn)	-5.1	-5.3	nt	-0.4	1.2	-9.1	-1.7	nt	20.0
CCCCP(=O)(O)c1ccccc1	9.9	-6.9	11.6	14.8	-0.3	6.1	-1.9	-5.2	26.0
CCC(C)n1c(O)c(/C=N/Nc2ccccc2)c(=O)[nH]c1=S (stereo not drawn)	-27.9	-1.1[fluorescence artefact?]	2.3	-6.5	0.2	7.7	-2.0	-5.7	19.0
CC(C)c1ccc(N=Cc2c(O)n(C3CC3)c(=S)[nH]c2=O)cc1	-10.2	-7.4	8.4	5.7	-0.7	10.5	8.2	nt	3.9
CCOC(=O)c1c(/N=C/C2C(=O)NC(=S)NC2=O)sc2c1CCC2	5.7	4.0	7.7	78.2*	3.5	-164.4	37.9	-142.3	-5.2
O=c1[nH]c(=O)n(Cc2ccc(F)cc2)c(O)c1C=NCCCn1ccnc1	-4.0	-5.1[fluorescence artefact?]	6.7	-9.1	-0.1	-21.8	4.1	-0.7	6.3
CCC(=NCc1cc(OC)cc(OC)c1)c1c(O)n(C)c(=O)n(C)c1=O	2.8	-4.5[fluorescence artefact?]	8.7	-2.3	1.6	9.7	9.3	3.0	-26.3

Screening data deposited in PubChem BioAssay by several laboratories.

This is a subset (hit frequency here may not be typical).
